Assay outcomes (PubChem)
PDI turbidity: inhibitors of human PDI, primary screen, biochemical, turbidity, single point, plate reader | PDI insulin aggregation turbidity, A650, 90 min | Protein disulfide-isomerase (Homo sapiens), P07237 | inhibition, % at 10 µM | AID 588391, 2011 | 350,000 compounds, 0.052% hits;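 active = mean inhibition across replicates of 30% or more, whatever share of single replicates reach that level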;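 note: absorbance from insulin aggregation driven by PDI reduction with DTT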
Target sequence (P07237 whole entry, looked up): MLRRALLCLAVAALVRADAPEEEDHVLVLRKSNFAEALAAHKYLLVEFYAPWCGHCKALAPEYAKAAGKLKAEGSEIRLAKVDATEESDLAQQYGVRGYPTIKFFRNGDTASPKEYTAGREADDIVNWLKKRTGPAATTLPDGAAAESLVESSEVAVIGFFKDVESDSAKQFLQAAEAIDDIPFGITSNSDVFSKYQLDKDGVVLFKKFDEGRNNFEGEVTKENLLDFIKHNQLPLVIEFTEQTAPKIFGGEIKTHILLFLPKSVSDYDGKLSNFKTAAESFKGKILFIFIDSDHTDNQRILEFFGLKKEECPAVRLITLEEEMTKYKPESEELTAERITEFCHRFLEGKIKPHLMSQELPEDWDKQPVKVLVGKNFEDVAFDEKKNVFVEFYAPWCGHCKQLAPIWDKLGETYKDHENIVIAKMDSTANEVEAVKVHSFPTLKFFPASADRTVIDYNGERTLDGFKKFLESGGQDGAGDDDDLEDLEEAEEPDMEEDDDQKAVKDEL
NR2E3 ag-1: NR2E3 agonists in two-hybrid cells, primary screen, cell-based, luminescence, CHO-S, Gal4-NCOR/VP16-NR2E3 | Photoreceptor-specific nuclear receptor (Homo sapiens), Q9Y5X4 | AID 602229, 2012 | inhibition of corepressor binding, % at 3.98 µM | 360,000 compounds, 0.35% hits | luciferase;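 active = inhibition above the mean of all tested compounds plus 3 SD, cut at about 70% in these data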;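 note: 0% = DMSO with NR2E3 transfected cells and 100% = cells lacking NR2E3 construct; higher means lower luciferase signal from less NR2E3 corepressor binding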
Target sequence (Q9Y5X4 whole entry, looked up, the tested form may be a part): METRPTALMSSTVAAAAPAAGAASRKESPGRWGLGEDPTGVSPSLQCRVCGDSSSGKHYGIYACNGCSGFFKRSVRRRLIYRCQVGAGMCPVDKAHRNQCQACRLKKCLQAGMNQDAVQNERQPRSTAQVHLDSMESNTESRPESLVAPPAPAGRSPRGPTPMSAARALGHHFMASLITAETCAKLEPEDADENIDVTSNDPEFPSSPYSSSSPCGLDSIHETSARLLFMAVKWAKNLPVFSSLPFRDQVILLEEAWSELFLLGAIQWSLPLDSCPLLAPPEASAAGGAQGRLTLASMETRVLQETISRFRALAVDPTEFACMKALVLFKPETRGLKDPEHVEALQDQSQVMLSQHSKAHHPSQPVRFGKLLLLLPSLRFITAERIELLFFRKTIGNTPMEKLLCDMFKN
Shn3 3UTR inh: reduction of Shn3 3'UTR firefly luciferase signal, primary screen, Schnurri-3 inhibitor project, cell-based, Clone20 osteoblasts, set 2; Clone20 osteoblast Shn3 3'UTR firefly luciferase, 24 h; inhibition, % at 12.5 µM; 360,000 compounds, 0.52% hits; AID 588674, 2011;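 active = mean inhibition of at least 75% with every replicate also reaching 75%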;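 note: 0% = median of neutral control wells and 100% = pilot-screen positive control compound; some compounds past the cut are filed as inactive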
CaV13 ICDI inh: Disruptors of the CACNA1D IQ motif to Ca2+-dependent inactivation inhibitor domain association, primary screening, Förster resonance energy transfer in intact living …; HEK cells, CFP/YFP FRET ICDI-IQ, plate reader, 10 min; percent FRET-ratio fall versus neutral wells; inhibition, % at 12.3 µM; 340,000 compounds, 0.098% hits;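 active = mean replicate inhibition of at least 30% and at least 1% of replicates passing that level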;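 note: 0% = median of the neutral control wells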
MITF TRPM1 inh: inhibitors of MITF-dependent TRPM1 promoter reporter, primary screen, cell-based, SK-MEL-5, single point, luciferase; SK-MEL-5 TRPM1 promoter luciferase, 24 h; inhibition, % at 12.5 µM; 330,000 compounds, 0.83% hits; AID 488899, 2010;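 active = mean inhibition across replicates of 60% or more, whatever share of single replicates reaches that level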; note: values of inactives mirror those of a sister screen read the other way
HIF-2a inh: HIF-2a reporter inhibitors, primary screen, luminescence, 786-0 RCC cells. AID 624352, 2012. inhibition, % at 18.8 µM. 360,000 compounds, 0.72% hits. 786-0 RCC cells HIF-2a reporter, luciferase luminescence, overnight;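 active = inhibition of the luminescence signal of 40% or more relative to plate controls, in a single-dose primary screen at 18.75 µM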
Vif imaging: HIV Vif self-association inhibitors, primary screen, imaging, HEK293T, single point; HEK293T cells, Vif self-association by quenched fluorescence, 24 h; inhibition, % at 7.49 µM; 340,000 compounds, 0.35% hits; in the data active = inhibition above about 50%, passing the limit was not always enough; note: some results filed as inactive read as strong as hits
NR2E3 ag-2: inhibitors of NR2E3-RetCOR corepressor binding, primary screen, NR2E3 agonist project, biochemical, TR-FRET, GST-NR2E3, biotin-RetCOR | 1536-well | 320,000 compounds, 0.12% hits | Photoreceptor-specific nuclear receptor (Homo sapiens), Q9Y5X4 | inhibition of corepressor binding, % at 4.78 µM | AID 2300, 2010;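 active = percent inhibition above the cutoff of mean plus 3 SD of all tested compounds, set per screening campaign, cut at about 20% in these data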;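 note: 0% = DMSO wells and 100% = biotin wells as full block of FRET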
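Material – GST-tagged NR2E3 plus biotinylated RetCOR corepressor · Quantity – NR2E3 fusion 1.35 nM · Times – 5 h incubation at 4 °C · Medium – pH 7.5 Tris-based buffer · Technique – TR-FRET, Eu(K)-anti-GST donor, streptavidin-D2 acceptor, ex 340, em 617/671 nm · Benchmarks – high control biotin, low control 0.6% DMSO · Format – 1536-well plates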
Numbers without * were called inactive. This is a subset, so the mix of outcomes need not match the whole.

Preview, three compounds:
For CCCCCNC(=O)C(c1cccc2ccccc12)n1c(=O)c(-c2ccco2)nc2ccccc21 (stereo unspecified) the results were CaV13 ICDI inh -5.4 and HIF-2a inh 14.5.
Cc1nc(NC(=O)c2ccccc2)sc1-c1cc(C(=O)N2CCOCC2)nn1CCO was read as CaV13 ICDI inh -6.3 and HIF-2a inh -12.8.
COc1ccc(C(=O)C[C@@H]2OC[C@H](C)N2S(=O)(=O)c2ccc(C)cc2)cc1OC was read as CaV13 ICDI inh -7.3 and HIF-2a inh -2.3.

The list itself, previewed entries included:
For CCCCCNC(=O)C(c1cccc2ccccc12)n1c(=O)c(-c2ccco2)nc2ccccc21 (stereo unspecified) the results were CaV13 ICDI inh -5.4 and HIF-2a inh 14.5.
Cc1nc(NC(=O)c2ccccc2)sc1-c1cc(C(=O)N2CCOCC2)nn1CCO was read as CaV13 ICDI inh -6.3 and HIF-2a inh -12.8.
COc1ccc(C(=O)C[C@@H]2OC[C@H](C)N2S(=O)(=O)c2ccc(C)cc2)cc1OC was read as CaV13 ICDI inh -7.3 and HIF-2a inh -2.3.
`COC(=O)[C@]12CCCCC=C1N(CCc1ccc(OC)c(OC)c1)C(=O)[C@H](CC(=O)NCCCCc1ccccc1)C2` gave CaV13 ICDI inh -8.2 and HIF-2a inh 8.3.
COc1ccc(NC(=O)C2C(c3ccc4c(c3)OCO4)=Nc3ccccc3N2C(C)=O)cc1 (stereo unspecified) was read as CaV13 ICDI inh -10.9 and HIF-2a inh -224.7.
COCCN1C(=O)CCC1(C)c1nnnn1-c1ccc2ccccc2c1 (stereo unspecified) was read as CaV13 ICDI inh -5.5 and HIF-2a inh 1.4.
COC(=O)Cc1ccccc1NS(=O)(=O)c1ccc(C)cc1 was read as CaV13 ICDI inh -8.8 and HIF-2a inh -2.3.
For COC(=O)C[C@H]1CC[C@H](NC(=O)c2cccc(F)c2)[C@@H](CO)O1 the results were CaV13 ICDI inh -6.4 and HIF-2a inh -14.1.
For COC(=O)C1=CN(c2ccc(OC)cc2OC)C(N)=C(C#N)C1c1ccc(OC)cc1 (stereo unspecified) the results were CaV13 ICDI inh -8.6 and HIF-2a inh -2.5.
`O=C(Nc1ccc(F)cc1)C(c1ccccc1)N1CCN(c2ccncc2)CC1` (stereo unspecified) gave CaV13 ICDI inh -8.5 and HIF-2a inh -24.0.
Screening CCCCCNC(=O)C(c1cc2ccccc2o1)n1c(=O)c(-c2cc3ccccc3[nH]2)nc2ccccc21 (stereo unspecified) returned CaV13 ICDI inh -5.0 and HIF-2a inh -48.0.
`COc1ccc(C(=O)C[C@@H]2OC[C@H](C(C)C)N2S(=O)(=O)c2ccc(C)cc2)cc1OC` gave CaV13 ICDI inh -10.3 and HIF-2a inh 4.2.
For COC(=O)C1=CN(c2ccc(F)cc2)C(N)=C(C#N)C1c1cccc(OC)c1OC (stereo unspecified) the results were CaV13 ICDI inh -7.4 and HIF-2a inh 2.2.
CCC(C)CN1C(=O)CSCC1(C)C(=O)Nc1c(C)cccc1C (stereo unspecified) was read as CaV13 ICDI inh -9.6 and HIF-2a inh -6.7.
`CC(C)Oc1cc(C(=O)N2CCC(N3CCCCC3)CC2)ccc1Nc1nnc(Cl)c(Nc2ccccc2S(C)(=O)=O)n1` gave PDI turbidity 0.9, Shn3 3UTR inh 2.8 and MITF TRPM1 inh -16.7.
Screening Nc1nnc(SCC(=O)c2ccc3ccccc3c2)s1 returned Shn3 3UTR inh -65.8, MITF TRPM1 inh -56.4, Vif imaging 9.8 and NR2E3 ag-2 -2.5.
COc1cc(C2NCCc3c2[nH]c2ccccc32)ccc1OC(C)C (stereo unspecified) was read as Shn3 3UTR inh 1.5, CaV13 ICDI inh -0.9, Vif imaging 1.2 and NR2E3 ag-2 -2.2.
`O=C1ON=C(c2ccc(Cl)cc2)/C1=C/c1ccc(O)cc1` gave Shn3 3UTR inh -1.3, CaV13 ICDI inh -6.6, Vif imaging 0.7 and NR2E3 ag-2 -1.8.
O=S1(=O)CC(N2CCCCC2)CN1Cc1cn(Cc2ccccc2)nn1 (stereo unspecified) was read as NR2E3 ag-1 5.1, CaV13 ICDI inh -7.2 and HIF-2a inh -8.5.
For CCOC1CCCc2oc(-c3ccc(OC)cc3)c(C(=O)NCCCCO)c21 (stereo unspecified) the results were NR2E3 ag-1 -6.3, CaV13 ICDI inh -10.2 and HIF-2a inh 1.7.
Screening FC(F)(F)c1ccccc1Cc1c(-c2ccc(Cl)cc2)nc2c3ccccc3ccn12 returned NR2E3 ag-1 -28.4, CaV13 ICDI inh -8.6 and HIF-2a inh -42.6.
`O=C1CCCC[C@@H](CO)[C@H](O)C[C@H](c2ccccc2)O1` gave NR2E3 ag-1 12.9, CaV13 ICDI inh -4.9 and HIF-2a inh 3.6.
`CC1=C(C(=O)N2CCCCCC2)CC(CC(=O)NCCN2CCOCC2)C(=O)N1CCC1=CCCCC1` (stereo unspecified) gave NR2E3 ag-1 -14.0, CaV13 ICDI inh -9.1 and HIF-2a inh 2.0.
For Cc1ccc(Cn2cc(CN3CC(N4CCN(Cc5cccc(C)c5)CC4)CS3(=O)=O)nn2)cc1 (stereo unspecified) the results were NR2E3 ag-1 7.2, CaV13 ICDI inh -3.0 and HIF-2a inh 11.9.
For COCCN1C(=O)c2ccccc2C1c1nnnn1-c1ccc2c(c1)OCCO2 (stereo unspecified) the results were NR2E3 ag-1 -11.3, CaV13 ICDI inh -7.3 and HIF-2a inh -0.1.
For O=S1(=O)CC(N2CCCCC2)CN1Cc1cn(Cc2ccc(C(F)(F)F)cc2)nn1 (stereo unspecified) the results were NR2E3 ag-1 -26.6, CaV13 ICDI inh -4.8 and HIF-2a inh 5.9.
For NC(=O)c1c(N)[nH]c(C(=O)c2ccccc2)c1-c1ccccc1Br the results were NR2E3 ag-1 -5.6, CaV13 ICDI inh -10.2 and HIF-2a inh -42.1.
`O=C1O[C@@H](c2ccccc2)C[C@@H](O)[C@H](O)CCc2ccccc21` gave NR2E3 ag-1 8.2, CaV13 ICDI inh -6.9 and HIF-2a inh 1.3.
For CN1CCN(C(=O)c2ccc(NC(=O)c3ccc(Br)o3)cc2)CC1 the results were NR2E3 ag-1 -10.9, CaV13 ICDI inh -6.4 and HIF-2a inh -0.2.
`CC(C)(C)C1CCN2CCCC(c3ccccc3)(C1)C2=O` (stereo unspecified) gave NR2E3 ag-1 2.0, CaV13 ICDI inh -2.0 and HIF-2a inh 4.0.
Screening COc1ccccc1C(=O)NCC[N+](C)(C)C returned NR2E3 ag-1 -12.2, CaV13 ICDI inh -6.4 and HIF-2a inh 0.4.
CC1(c2nnnn2-c2ccc3c(c2)OCCO3)CCC(=O)N1Cc1cccnc1 (stereo unspecified) was read as NR2E3 ag-1 22.7, CaV13 ICDI inh -9.5 and HIF-2a inh -13.8.
Screening O=C(c1cc(Cl)cc(Cl)c1)N1CCC(=O)N([C@H](COCc2ccccc2)Cc2ccccc2)CC1 returned NR2E3 ag-1 -7.0, CaV13 ICDI inh -8.5 and HIF-2a inh 6.9.
Screening COc1ccccc1Cc1c(-c2ccccc2)nc2cc(C)c(Br)c(C)n12 returned NR2E3 ag-1 -61.8, CaV13 ICDI inh -9.6 and HIF-2a inh -51.3.
`Cc1cc(C)n2c(NC3CCCCC3)c(-c3ccccn3)nc2n1` gave NR2E3 ag-1 -11.0, CaV13 ICDI inh -11.9 and HIF-2a inh -0.8.
`O=c1[nH][nH]c2c1C(c1ccc(F)cc1)OC(CCc1ccccc1)C2` (stereo unspecified) gave NR2E3 ag-1 -21.6, CaV13 ICDI inh -5.5 and HIF-2a inh 8.8.
Cc1cc2nc(-c3cccc(Cl)c3)c(CC3CCCCC3)n2c(C)c1Br was read as NR2E3 ag-1 -16.6, CaV13 ICDI inh -4.9 and HIF-2a inh -11.8.
Screening O=C(NC1CCCCC1)C1c2ccccc2OCC(=O)N1Cc1ccco1 (stereo unspecified) returned NR2E3 ag-1 0.1, CaV13 ICDI inh -5.4 and HIF-2a inh 17.1.
For CC(C)C[C@H]1CN(CCCC[C@@H]2CNC(=O)C(=O)N2Cc2ccccc2)C(=O)C(=O)N1CCc1ccc(O)cc1 the results were NR2E3 ag-1 19.9, CaV13 ICDI inh -2.4 and HIF-2a inh 10.0.
CC(=O)N1Cc2cc(C(=O)NCC(F)(F)F)nc(-c3cccc(-c4cccnc4)c3)c2[C@@H]1CCO was read as NR2E3 ag-1 4.9, CaV13 ICDI inh -5.4 and HIF-2a inh 7.8.
Screening COC(=O)[C@@]1(Cc2ccc(F)cc2)[C@H]2c3cc(C(=O)N(C)C)n(CCN4CCOCC4)c3C[C@H]2CN1C(=O)c1ccccc1 returned NR2E3 ag-1 -9.7, CaV13 ICDI inh -8.3 and HIF-2a inh -0.8.
Screening COc1ccccc1Cc1c(-c2ccc(Cl)cc2)nc2c(Cl)cc(C(F)(F)F)cn12 returned NR2E3 ag-1 -7.4, CaV13 ICDI inh -6.6 and HIF-2a inh 12.1.
CCCCN1C(=O)C(CC(=O)NCc2ccco2)CC(C(=O)N2CCCCCC2)=C1C (stereo unspecified) was read as NR2E3 ag-1 12.2, CaV13 ICDI inh -11.4 and HIF-2a inh -8.2.
`COc1ccc([C@H]2C[C@@H](O)C[C@@H](CCn3cc(-c4ccccc4)nn3)O2)cc1` gave NR2E3 ag-1 -5.7, CaV13 ICDI inh -6.6 and HIF-2a inh 7.9.
Screening CCOC(=O)[C@]12CCC=C1N(CCC1=CCCCC1)C(=O)[C@H](CC(=O)NCCCOC)C2 returned NR2E3 ag-1 -19.7, CaV13 ICDI inh -8.3 and HIF-2a inh 6.2.
Screening O=S1(=O)CC(N2CCCCC2)CN1Cc1cn(Cc2ccc(F)cc2)nn1 (stereo unspecified) returned NR2E3 ag-1 10.6, CaV13 ICDI inh -8.3 and HIF-2a inh -1.2.
CC(C)(C)C(=O)c1c(N)[nH]c(C(=O)c2ccccc2)c1-c1ccc(F)cc1 was read as NR2E3 ag-1 -0.5, CaV13 ICDI inh -6.1 and HIF-2a inh -13.8.
For CCC(c1nnnn1-c1ccc2c(c1)OCCO2)N1CCN(c2ccc(C(F)(F)F)cc2[N+](=O)[O-])CC1 (stereo unspecified) the results were NR2E3 ag-1 3.2, CaV13 ICDI inh -5.8 and HIF-2a inh 7.9.
Screening Cc1cccc(C)c1NC(=O)C1c2ccccc2OCC(=O)N1Cc1ccccc1 (stereo unspecified) returned NR2E3 ag-1 9.8, CaV13 ICDI inh -5.1 and HIF-2a inh -11.4.
For CCCCCCCCN1C(=O)[C@H](CC(=O)NCCCOC)C[C@@]2(C(=O)OCC)CCCC=C12 the results were NR2E3 ag-1 20.5, CaV13 ICDI inh -3.4 and HIF-2a inh 8.6.
For OCCOC1CCCc2oc(-c3ccccc3)c(C#CC3(O)CCCCC3)c21 (stereo unspecified) the results were NR2E3 ag-1 -39.4, CaV13 ICDI inh -6.6 and HIF-2a inh 18.2.
O=C1NC[C@H](Cc2ccc(O)cc2)N(C[C@@H]2CCCN2C[C@H](Cc2ccccc2)N2C[C@H](Cc3ccc(O)cc3)N(CC3CCCCC3)C(=O)C2=O)C1=O was read as NR2E3 ag-1 -6.8, CaV13 ICDI inh -5.3 and HIF-2a inh -4.0.
